Assay outcomes as filed in PubChem BioAssay.
PI4K2A inh: PI4K2A (human) kinase inhibition; Q9BTU6; purified PI4K2A, ADP-Glo luminescence, 1 h; hits give low values; activity change, negative = inhibition, % at 76.9 µM; actives 0.13% (n = 420,000); in the data active means activity change below about -50%; inconclusive means mostly about -30% to -49%;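 further: -100% = wells without enzyme as full effect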
Target sequence (Q9BTU6 whole entry, looked up): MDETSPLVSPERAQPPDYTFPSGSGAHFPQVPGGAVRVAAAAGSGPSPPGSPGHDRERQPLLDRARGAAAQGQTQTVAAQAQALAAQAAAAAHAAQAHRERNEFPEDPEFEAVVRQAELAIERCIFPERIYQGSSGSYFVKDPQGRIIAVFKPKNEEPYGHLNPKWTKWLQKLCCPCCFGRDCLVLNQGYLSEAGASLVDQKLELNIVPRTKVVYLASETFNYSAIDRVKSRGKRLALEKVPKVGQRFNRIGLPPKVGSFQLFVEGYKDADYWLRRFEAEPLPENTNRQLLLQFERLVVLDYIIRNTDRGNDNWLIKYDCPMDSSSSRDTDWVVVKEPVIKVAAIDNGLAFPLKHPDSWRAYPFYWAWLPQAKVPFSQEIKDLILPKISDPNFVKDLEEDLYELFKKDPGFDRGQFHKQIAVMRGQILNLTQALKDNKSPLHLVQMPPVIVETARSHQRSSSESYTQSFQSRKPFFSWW
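ADP-Glo luminescence measured ADP generated by PI4K2A enzyme (4 ug/mL before mixing) with 1.2 mM PI substrate (pre-mix) and 300 microM ATP (pre-mix). Tris pH7.5 buffer with MgCl2, Triton X-100; 1 h reaction at ambient temperature.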
PGK inhibitor: inhibitors of T. brucei phosphoglycerate kinase; Potency, µM (titrated, usually from 57.5 µM), for the others: top-dose activity change, negative = inhibition, hits mostly inhibitors; AID 602233; PGK/GAPDH coupled, Kinase-Glo luminescence, 60 min; actives 0.043% (n = 380,000); further: potency means the concentration at half of the fitted maximal effect; on the % scale 0 is the no-effect control and ±100 the full control effect; nearly all actives have a fitted effect of over 60% in size
Target sequence (P07378 whole entry, looked up): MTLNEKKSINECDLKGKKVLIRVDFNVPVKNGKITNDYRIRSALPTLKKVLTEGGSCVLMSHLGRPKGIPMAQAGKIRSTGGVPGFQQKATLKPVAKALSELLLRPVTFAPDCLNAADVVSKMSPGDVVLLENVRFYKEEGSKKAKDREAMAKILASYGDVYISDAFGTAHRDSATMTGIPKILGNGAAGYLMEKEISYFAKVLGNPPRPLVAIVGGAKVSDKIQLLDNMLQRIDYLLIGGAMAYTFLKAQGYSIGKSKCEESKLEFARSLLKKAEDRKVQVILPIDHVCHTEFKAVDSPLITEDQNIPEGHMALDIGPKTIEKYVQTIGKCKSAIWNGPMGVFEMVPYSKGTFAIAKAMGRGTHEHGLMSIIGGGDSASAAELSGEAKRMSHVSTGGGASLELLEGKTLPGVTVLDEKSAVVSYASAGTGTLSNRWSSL
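Luminescent ATP detection (Kinase-Glo Plus) follows a 60-minute room-temperature incubation, with wells lacking PGK as controls. Buffer: 100 mM TEA (pH 7.6), 5 mM MgCl2, 0.01% Tween-20. Coupling enzyme GAPDH (100 nM final) supplies unstable 1,3-BPG in-well.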
JMJD2A Tudor inh: JMJD2A Tudor domain (human) inhibition. AlphaScreen JMJD2A-Tudor / H3K4me3 peptide binding. Potency, µM (series often up to 114 µM), for inactives: top-dose activity change, negative = inhibition, usual class: inhibitors. AID 504339. actives 4.4% (n = 390,000); further: potency means the concentration at half of the fitted maximal effect; on the % scale 0 is the no-effect control and ±100 the full control effect; nearly all actives have a fitted effect of over 50% in size
GLS inhibitor: inhibitors of human glutaminase (GLS); O94925; GLS enzymatic activity, qHTS titration; Potency, µM (top dose mostly 45.5 µM), for the others: at the highest dose activity change, negative = inhibition, most hits filed as inhibitors; actives 0.21% (n = 410,000); AID 624170; further: potency means the concentration at half of the fitted maximal effect; on the % scale 0 is the no-effect control and ±100 the full control effect
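hKGA in 45 mM KH2PO4 pH 8.2, 0.02% Tween-20 with pin-transferred compounds; 1 mM L-glutamine (stock) plus glutamate oxidase/HRP/Amplex Red coupling added. Fluorescence read initially and after 30 min at RT.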
BAZ2B inh: inhibitors of human BAZ2B bromodomain | Q9UIF8 | AlphaScreen BAZ2B-H3K14Ac peptide displacement | Potency, µM (doses to about 114 µM), for inactives: at the highest dose activity change, negative = inhibition, hits mostly inhibitors | actives 4.4% (n = 360,000) | AID 504333; further: potency means the concentration at half of the fitted maximal effect; on the % scale 0 is the no-effect control and ±100 the full control effect; nearly all actives have a fitted effect of over 60% in size
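In this displacement format the biotinylated H3(5-23) peptide acetylated at Lys14 serves as ligand at 50 nM, with BAZ2B at 50 nM in PBS pH 7.4 containing 0.01% Tween-20. Donor and acceptor beads are 10 ug/mL final.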
G9a block: blocks human histone lysine methyltransferase G9a | Q96KQ7 | G9a H3K9 monomethylation, AlphaScreen, 2 h | Potency, µM (titrated, usually from 102 µM), for the others: at the highest dose activity, negative = inhibition, usual class: inhibitors | actives 8.8% (n = 350,000); further: potency means the concentration at half of the fitted maximal effect; on the % scale 0 is the no-effect control and ±100 the full control effect; nearly all actives have a fitted effect of over 75% in size
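Chemiluminescent proximity detection of H3K9 monomethylation, read after 10 min bead incubation in the dark. Reaction: 20 nM G9a, 500 nM biotin-H3K9 peptide, 20 uM SAM cofactor, 2 h, room temperature, following 15 min enzyme-compound preincubation.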
HP1b binding inh: HP1-beta chromodomain-methylated histone interaction inhibition; AlphaScreen HP1-beta / biotin-H3K9me3 peptide binding; actives 0.56% (n = 390,000); Potency, µM (top dose mostly 114 µM), inactives show at the top dose activity change, negative = inhibition, most hits filed as inhibitors; further: potency means the concentration at half of the fitted maximal effect; nearly all actives have a fitted effect of over 70% in size; inactives centre near 23
Target sequence (P83916 whole entry, looked up): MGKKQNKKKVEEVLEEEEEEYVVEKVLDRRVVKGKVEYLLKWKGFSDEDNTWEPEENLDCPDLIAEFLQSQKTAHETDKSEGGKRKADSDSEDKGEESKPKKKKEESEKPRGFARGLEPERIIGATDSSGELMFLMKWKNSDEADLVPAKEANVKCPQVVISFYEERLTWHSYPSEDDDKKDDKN
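HP1-beta protein (50 nM final) preincubated 30 min at room temperature with biotinylated H3(1-18)K9me3 peptide (50 nM) in PBS pH 7.4, 0.01% Tween-20, then compound added for 30 min. AlphaScreen streptavidin donor/nickel chelate acceptor beads (10 ug/mL final), 30 min dark, luminescence read.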
Pin1 inhibitor: human Pin1 inhibition | Q13526 | Pin1 FP peptide displacement, HiFluor488, 10 min | Potency, µM (titrated, usually from 115 µM), for the others: top-dose activity, negative = inhibition, actives largely listed as inhibitors | actives 0.009% (n = 390,000) | AID 504891; active means well fitted inhibition curve with a large enough effect in the polarisation, with a control signal flat, not every such curve was filed as active; inconclusive means small, poorly fitted or top-dose-only effect, or effect the other way, or a change in a side signal; inactive means no such curve, though single readings can be large or run the other way; the % refers to the polarisation; further: potency means the concentration at half of the fitted maximal effect; on the % scale 0 is the no-effect control and ±100 the full control effect
POLH inh: blocks human DNA polymerase eta activity | Q9Y253 | recombinant Pol eta, fluorescent DNA replication assay | Potency, µM (doses to about 114 µM), for inactives: top-dose activity change, negative = inhibition, hits mostly inhibitors | actives 1.2% (n = 390,000) | AID 588591; further: potency means the concentration at half of the fitted maximal effect; on the % scale 0 is the no-effect control and ±100 the full control effect
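Pol eta at 10 nM preincubated with compounds 15 min at room temperature; reaction started with fluorescent substrate (50 nM final) and read kinetically at 0 and 10 min.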
* marks the source's active call; other numbers are inactive results; i = inactive; u = inconclusive; x = not tested or not shown; [ ] = remark or other dose. Unless noted, the call rests on the fitted dose curve; in most records, active means well fitted curve in the direction sought with a large enough effect; inconclusive means small, poorly fitted or top-dose-only effect, or another doubt; inactive means no such curve, though single readings can be large; an effect the other way counts as inactive or inconclusive. An excerpt (hit frequency here may not be typical).

A first look (three entries):
item	PI4K2A inh	PGK inhibitor	JMJD2A Tudor inh	GLS inhibitor	BAZ2B inh	Structure	G9a block	HP1b binding inh	Pin1 inhibitor	POLH inh
1	-3	-4%	-5%	1%	-19%	COc1ccc(CNC(=O)c2cc3c(=O)n(Cc4ccco4)ccc3nc2C)cc1	-2%[59 µM]	33%	2%	15%
2	5	8%	-3%	2%	2%	CC(OC(=O)c1nc(Cl)ccc1Cl)C(=O)c1ccccc1 (stereo not drawn)	17%[59 µM]	26%	-2%	-2%
3	0	1%	23%	6%	24%	Cc1cc2n(n1)C(c1ccccc1)CC(c1ccc(Br)cc1)=N2 (stereo not drawn)	40µM*	91%[activator]	u	-13%

This part in full, repeating the preview:
item	PI4K2A inh	PGK inhibitor	JMJD2A Tudor inh	GLS inhibitor	BAZ2B inh	Structure	G9a block	HP1b binding inh	Pin1 inhibitor	POLH inh
1	-3	-4%	-5%	1%	-19%	COc1ccc(CNC(=O)c2cc3c(=O)n(Cc4ccco4)ccc3nc2C)cc1	-2%[59 µM]	33%	2%	15%
2	5	8%	-3%	2%	2%	CC(OC(=O)c1nc(Cl)ccc1Cl)C(=O)c1ccccc1 (stereo not drawn)	17%[59 µM]	26%	-2%	-2%
3	0	1%	23%	6%	24%	Cc1cc2n(n1)C(c1ccccc1)CC(c1ccc(Br)cc1)=N2 (stereo not drawn)	40µM*	91%[activator]	u	-13%
4	-1	4%	-10%	2%	0%	CC(C)CC1(C(=O)NCc2cc(F)cc(C(F)(F)F)c2)C=CCN1C(=O)c1ccccc1 (stereo not drawn)	8%	27%	u	-19%
5	-4	-5%	-9%	25%	-29%	COC(=O)C1CSc2[nH]c(=O)sc2C1c1ccc(OC)c(OC)c1 (stereo not drawn)	71µM*	-5%	4%	5%
6	8	i	3%	5%	1%	O=C(Nc1cccc([N+](=O)[O-])c1)C1CC(=O)N(C2CCCCC2)C1 (stereo not drawn)	1%[0.501 µM]	14%	-4%	-9%
7	0	-3%	-26%	2%	-37%	Cc1cc(C(=O)Nn2c(-c3ccc(Br)cc3)nc3ccccc3c2=O)ccc1[N+](=O)[O-]	-20%[59 µM]	19%	-6%	-9%
8	5	i	-26%	-2%	-35%	COc1cc2ncnc(NCc3ccco3)c2cc1OC	u	20%	2%	-5%
9	-3	-5%	x	6%	x	C[C@@H]1CN([C@H](C)CO)C(=O)CCCn2nncc2CO[C@H]1CN(C)S(=O)(=O)c1ccc2ccccc2c1	x	x	x	-5%
10	-6	-1%	-3%	1%	5%	C=C(C)c1cccc(C(C)(C)NC(=O)N(Cc2ccccc2)Cc2ccco2)c1	-33%	35%	2%	-16%
11	4	-6%	-4%	-1%	12%	COc1ccc(CN(C)CC(=O)NCC(=O)Nc2c(C)cccc2C)cc1	5%[2.33 µM]	23%	-4%	-12%
12	-2	-7%	-14%	21%	-16%	O=C(Nc1ccccc1C(=O)NC(Cc1ccc(O)cc1)C(=O)O)c1ccccc1 (stereo not drawn)	45µM*	6%	-6%	9%
13	-6	-1%	-28%	-4%	-14%	O=C(C1=C(O)C(=O)N(CCN2CCOCC2)C1c1ccc(Cl)cc1)c1cc2ccccc2o1 (stereo not drawn)	-1%[0.0925 µM]	8%[57 µM]	-2%	u
14	2	i	4%[57.1 µM]	10%	3%	COc1ccc(CCCC(=O)NC(C)c2ccccc2)cc1 (stereo not drawn)	20%[59 µM]	38%	0%	-9%
15	1	-3%	39%[activator]	0%	24%	Fc1ccc(Oc2cnc3ccccc3n2)cc1	90%[activator]	80%[activator]	-10%	-15%
16	1	-3%	-15%	-1%	7%	O=C(COC(=O)CSc1ccccc1)NCCNC(=O)COC(=O)CSc1ccccc1	u	15%	-4%	4%
17	2	-1%	u	3%	-32%	O=C(Nc1nc(-c2cccc([N+](=O)[O-])c2)cs1)C(c1ccccc1)c1ccccc1	-50%[59 µM]	-24%	-2%	-5%
18	-7	2%	-19%	12%	-17%	CN(C)CCCN(C(=O)COc1ccccc1)c1nc2cc3c(cc2s1)OCCO3	x	11%[57 µM]	-3%	-27%
19	-4	2%	-5%	5%	-30%	CCn1c(SCC(=O)Nc2ccc(Br)cc2)nc2sc3c(c2c1=O)CCN(C)C3	u	41%[activator]	10%	-7%
20	-6	2%	-21%	4%	-37%	CC(C)(C)c1csc(Sc2ccc([N+](=O)[O-])cn2)n1	u	-2%	-7%	-18%
21	4	i	-6%	-6%	-24%	COc1ccc(OCc2cc(C(=O)NCC3CCOCC3)no2)c(Cl)c1	5%	25%	-2%	-5%
22	9	2%	22µM*	-2%	50µM*	CCOC(=O)C1CCCN(CC(=O)Nc2cccc(C(C)=O)c2)C1 (stereo not drawn)	18µM*	u	-13%	-9%
23	-2	6%[11.5 µM]	-8%	7%	-21%[57.1 µM]	CC(C)CNC(=S)NC1CC2CCC(C1)N2Cc1ccccc1 (stereo not drawn)	31%[0.501 µM]	10%	4%	-4%
24	-4	-3%	-7%	5%	x	COc1ccc(C(CNC(=O)c2ccc(C)c(S(=O)(=O)N3CCOCC3)c2)N2CCCC2)cc1 (stereo not drawn)	x	37%	7%	-16%
25	-2	4%	4%	9%	10%	Cc1ccc(-c2nc3ccccc3c(=O)n2Cc2ccccc2)cc1	-1%[59 µM]	66%	4%	-15%
26	-1	-7%	-5%	9%	-4%	COC(=O)C(Cc1cnc(Cl)s1)(C(=O)OC)c1ccccc1[N+](=O)[O-]	-5%[59 µM]	13%	-1%	10%
27	-14	-3%	-25%	12%	u	Cn1cccc1CC(=O)N/N=C/c1ccco1	x	2%	3%	-8%
28	8	4%	0%	6%	50µM*	O=C(O)c1c[nH]c2cc(C(F)(F)F)ccc2c1=O	39%[0.501 µM]	14%	-3%	-11%
29	-7	0%	-5%	2%	-14%	O=C(CCC1CC(=O)Nc2ccccc21)NCc1cccnc1 (stereo not drawn)	-36%	49%[activator]	3%	-16%
30	6	-1%	u	-7%	u	COc1cc(/C=C2\C(=N)N3N=C(S(C)(=O)=O)SC3=NC2=O)cc(OC)c1OCCOc1cccc(C)c1	u	-15%	-13%	u
31	-3	-8%	-1%	-6%	x	O=S(=O)(Nc1ccccc1Cl)c1ccc(-c2ccccn2)s1	x	32%	-3%	-6%
32	-1	i	-4%	10%	-2%	CC1=C(c2ccc(F)cc2)S(=O)(=O)NC1=NCc1ccccc1F	-23%[59 µM]	-7%	2%	-9%
33	-1	-9%	-9%	1%	1%	O=C(Nc1ccccc1)N(Cc1cccs1)c1ccc(F)cc1	4%[59 µM]	47%[activator]	6%	-16%
34	-1	-2%	-14%	-2%	-25%	CC(=O)c1ccc2c3c(cccc13)C(=O)N(c1c(C)nn(C)c1C)C2=O	10µM*	-1%	-3%	0%
35	0	3%	-11%	0%	-35%	O=C(NCCn1cc(SCc2ccc(Cl)cc2)c2ccccc21)c1cccs1	-1%[59 µM]	37%	27%	-22%
36	-1	i	-10%	-6%	4%	O=C(NCCO)C(=O)c1c(-c2ccccc2)cc2ccccn12	13%	50%[activator]	-13%	-17%
37	4	-4%	-3%	-1%	0%	O=C(NCc1ccccc1)C(=O)NCC1COc2ccccc2O1 (stereo not drawn)	-3%[59 µM]	45%[activator]	4%	-15%
38	8	3%	13%	14%	5%	CCOC(=O)c1c(C)sc2c1N(C(C)=O)c1cc(Cl)ccc1S2	7%	20%	4%	-13%
39	-6	1%	-28%	20%	u	COC(=O)c1cc2c(ccn2C)n1C	14%[0.501 µM]	-1%	-2%	-17%
40	4	4%	12%	3%	-34%	N=c1c(S(=O)(=O)c2ccc(Br)cc2)cc2c(=O)n3ccccc3nc2n1C1CCCC1	16%[0.0925 µM]	16%	-2%	-3%
41	2	-11%	-10%	-1%	3%	COc1ccc(NC(=O)C2CCC(N3C(=O)C4CCCCC4C3=O)CC2)cc1 (stereo not drawn)	29%	27%	-1%	-3%
42	3	8%	-6%	-10%	-7%	Cc1ccc(NC(=O)CSc2nc3ccc(NC(=O)c4cccs4)cc3s2)c(C)c1	-23%[59 µM]	32%	35%[activator]	-9%
43	-1	-6%	-5%	1%	-3%	COc1ccc(NC(=O)c2oc3ccccc3c2NC(=O)Cc2coc3c(C)c(C)ccc23)cc1	-4%[59 µM]	32%	17%	-14%
44	5	-8%	-17%	-10%	14%	NC(=O)Nc1ccc(C(=O)OCC(=O)N2CCc3ccccc3C2)cc1	u	23%	5%	-16%
45	0	i	4%	3%	-5%	Cc1ccc(S(=O)(=O)NCC(=O)N(CC(=O)NCC2CCCO2)Cc2ccc(Cl)cc2)cc1 (stereo not drawn)	0%	19%	1%	-9%
46	0	3%	-19%	31%[activator]	-4%	c1ccc2[nH]c(NCCCN3CCOCC3)nc2c1	-26%	16%	5%	5%
47	-2	2%	-4%	3%	-3%	N#Cc1cn(N2CCCCC2)c(=O)[nH]c1=O	11%	22%	-7%	-6%
48	-4	-1%	x	-7%	x	Cc1cccc(C)c1OCC(O)CN1CCN(C(=O)c2ccccc2)CC1 (stereo not drawn)	x	x	x	-6%
49	-2	3%	-9%	7%	-4%	COc1cccc(CNC(=O)COCc2cc(-c3ccc4c(c3)OCO4)on2)c1	-5%[59 µM]	17%	-2%	-9%
50	-3	3%	-6%	0%	3%	COc1ccc(CCNC(=O)C2COc3ccccc3C2)cc1OC (stereo not drawn)	2%[59 µM]	19%[57 µM]	-1%	12%
51	5	4%	3%	5%	-6%	CCn1c(COc2cc(C)cc(C)c2)nnc1SCC(=O)N1CCN(c2ccccc2)CC1	-13%[2.33 µM]	23%	-9%	-11%
52	-4	6%	-20%	-9%	u	CN(C)c1cc(NC(=O)CN2CCOCC2)c2ccccc2n1	u	51%[activator]	4%	-7%
